Screens: PubChem BioAssay, The Scripps Research Institute Molecular Screening Center
TTR transcr act = TTR transcription activation, primary screen; SH-SY5Y TTR promoter Gaussia luciferase, luminescence; 100% = recombinant luciferase protein wells; activation, % at 16.7 µM; 92,000 compounds, 1.3% hits; AID 1117267;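 active means activation above the mean of all tested compounds plus 3 SD, cut at about 9.5% in these data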;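 further: cells exposed to compounds for one day before reading; 0% = median of all test compound wells on the plate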
An asterisk follows results filed as active. An excerpt. The share of hits here may be higher or lower than overall.

How did N#C/C(=C/c1ccc(CNC(=O)C(=O)Nc2cc(Cl)cc(Cl)c2)o1)C(=O)NCc1cccnc1 do in these assays?
TTR transcr act: -0.3

Results for COc1cc(C(=O)O/N=C2/C=C(C)C(=O)C=C2C)cc(OC)c1OC ?
TTR transcr act: 1.2

Results for CC1(C2(O)CCCCC2)NCCc2ccccc21 (stereo not drawn) ?
TTR transcr act: 0.3

Results for Cc1cccc(C)c1-n1c(C)cc(/C=C2\C(=O)NN(c3ccccc3)C2=O)c1C ?
TTR transcr act: -3.4

Results for CC1(C(=O)NS(=O)(=O)C2CC2)CCN(C(=O)c2cc3ccccc3s2)C1 (stereo not drawn) ?
TTR transcr act: -0.6

Results for CC(C)C[C@H](NC(=O)N1CC(=O)Nc2ccccc21)C(=O)N[C@H](Cc1c[nH]c2ccccc12)C(=O)O ?
TTR transcr act: 1.6

What do the screens show for `O=C(Nc1nnc([C@@H]2C[C@H](O)[C@@H](CO)O2)s1)Nc1ccc(F)cc1F`?
TTR transcr act: -0.6

What do the screens show for `CC(=O)c1ccc(NC(=O)COC(=O)CCN2C(=O)c3cccc([N+](=O)[O-])c3C2=O)cc1`?
TTR transcr act: 2.1

How did Cc1cccc(C(C)C)c1NC(=O)COC(=O)CCN1C(=O)C2CC=CCC2C1=O (stereo not drawn) do in these assays?
TTR transcr act: 0.8

How did COC(=O)c1cccc(NC(=O)NC(=O)c2ccc(Cl)cc2)c1 do in these assays?
TTR transcr act: 1.7

Results for CCC(CC)C(=O)Nc1cccc(C(=O)Nc2nnc(C)s2)c1 ?
TTR transcr act: 0.6

What do the screens show for `C[C@@H]1CN([C@H](C)CO)C(=O)CCCn2nncc2CO[C@@H]1CN(C)C(=O)Nc1ccc(N2CCCCC2)cc1`?
TTR transcr act: 2.3

What do the screens show for `CC(C)[C@@H]1Cc2[nH][nH]c(=O)c2[C@H](c2ccc(F)cc2)O1`?
TTR transcr act: 2.8

What do the screens show for `O=C(CCN1C(=O)C2C3C=CC(C3)C2C1=O)N1CCN(c2ccccn2)CC1` (stereo not drawn)?
TTR transcr act: 2.5

What do the screens show for `COc1cc(-c2ccccc2)nc2ccccc12`?
TTR transcr act: -0.3

What do the screens show for `Cc1c(/C=N/NC(=O)c2cc(=O)[nH]c(=O)[nH]2)c2ccccn2c1C(=O)c1ccccc1`?
TTR transcr act: 4.7

What do the screens show for `O=C(C1CC(=O)N(C2CCCC2)C1)N1CCN(c2cccc(C(F)(F)F)c2)CC1` (stereo not drawn)?
TTR transcr act: -2.3

How did COc1ccccc1NC(=S)N/N=C/c1ccc(O)cc1 do in these assays?
TTR transcr act: 0.5

What do the screens show for `CCn1c(=O)c(C(=O)CN(C)CC(=O)Nc2cccc(F)c2)c(N)n(Cc2ccccc2)c1=O`?
TTR transcr act: 0.5

What do the screens show for `CC(Oc1ccc(Cl)cc1Cl)C(=O)NCCN1CCOCC1` (stereo not drawn)?
TTR transcr act: -1.6

What do the screens show for `CC12C(=O)N(c3cccc(OC(=O)c4ccco4)c3)C(=O)C1C1c3ccccc3C2c2ccccc21` (stereo not drawn)?
TTR transcr act: 2.0

Results for Cc1ccn(CC(=O)N2CCCC(C(=O)c3cccc4ccccc34)C2)n1 (stereo not drawn) ?
TTR transcr act: -1.4

How did CC1=NN(C(=O)c2ccc(Cn3nc(C)c([N+](=O)[O-])c3C)cc2)C(O)(C(F)(F)F)C1 (stereo not drawn) do in these assays?
TTR transcr act: -1.6

What do the screens show for `COCc1cc(C)nc(SCc2ccccc2)c1C#N`?
TTR transcr act: 0.9

How did Cc1cc(CNC(=O)COc2c(F)c(F)cc(F)c2F)c2ccccc2n1 do in these assays?
TTR transcr act: -2.0

Results for CCc1cc2ccc(OC)cc2nc1SCC(=O)N1CCN(C(=O)c2ccco2)CC1 ?
TTR transcr act: 2.1

What do the screens show for `Cc1ccc(NC(=O)CCNC(=O)N2CC(=O)Nc3ccccc32)cc1Cl`?
TTR transcr act: -0.5

Results for CCOC1=C2CN(S(=O)(=O)c3ccccc3)[C@H](c3ccccc3)C[C@H]2n2c(=O)n(-c3ccccc3)c(=O)n2C1 ?
TTR transcr act: -0.2

What do the screens show for `O=S1(=O)c2c(cccc2N2CC[C@H](O)C2)OCCCN1C1CC1`?
TTR transcr act: -0.1

Results for CCn1c(SCC(=O)NCCc2ccccc2)nc2sc3c(c2c1=O)CCN(C)C3 ?
TTR transcr act: 5.4

Results for CCCn1c(SCC(=O)NC2CC2)nnc1-c1ccccn1 ?
TTR transcr act: 3.0

Results for CCOc1ccc(N2C(=O)/C(=C/c3ccccc3OCC(=O)OC)N(CC(=O)OC)C2=S)cc1 ?
TTR transcr act: 2.0

What do the screens show for `Cn1nc(-c2ccc(Cl)cc2)cc1NC(=O)CCCC(=O)O`?
TTR transcr act: 1.8

Results for O=C(COc1ccc(F)cc1Br)NCc1nnc2ccccn12 ?
TTR transcr act: 1.8

What do the screens show for `O=C(O)c1cc(S(=O)(=O)N2CCN(S(=O)(=O)c3ccc4ccccc4c3)CC2)ccc1Br`?
TTR transcr act: 1.9

How did O=C(COC(=O)CNC(=O)c1ccccc1)NCCc1ccccc1 do in these assays?
TTR transcr act: 0.5

Compounds from the list above that contain a nitro group on carbon:
What do the screens show for `CC(=O)c1ccc(NC(=O)COC(=O)CCN2C(=O)c3cccc([N+](=O)[O-])c3C2=O)cc1`?
TTR transcr act: 2.1

How did CC1=NN(C(=O)c2ccc(Cn3nc(C)c([N+](=O)[O-])c3C)cc2)C(O)(C(F)(F)F)C1 (stereo not drawn) do in these assays?
TTR transcr act: -1.6

(listing goes on)
How did O=C1Cc2cc(S(=O)(=O)NCc3ccc(F)cc3)ccc2N1 do in these assays?
TTR transcr act: -0.5

Results for N#Cc1cc2cc3c(cc2nc1N1CCOCC1)OCO3 ?
TTR transcr act: -0.5

How did O=C(CCc1ccccc1)N1CCN(c2ccccn2)CC1 do in these assays?
TTR transcr act: 1.2

What do the screens show for `Cc1ccccc1S(=O)(=O)N1[C@@H](c2cccc(Cl)c2)C(C(=O)O)=CC[C@H]1c1ccc(Cl)cc1`?
TTR transcr act: 1.6

What do the screens show for `Cc1ccc2cc(CN(CCN(C)C)C(=O)Nc3ccc(Cl)cc3)c(=O)[nH]c2c1`?
TTR transcr act: -2.2

What do the screens show for `C#CCOc1ccc(Br)cc1C(c1c(C)[nH][nH]c1=O)c1c(C)[nH][nH]c1=O`?
TTR transcr act: -0.6

What do the screens show for `O=c1[nH]c(SCc2ccc(Cl)cc2)nc2[nH]ncc12`?
TTR transcr act: -0.2

How did O=c1c2ccccc2nc2n1CCS2 do in these assays?
TTR transcr act: 1.5

How did CC(C)(C)c1ccccc1NC(=O)N1CCNC(=O)C1CC(=O)Nc1ccc(F)cc1 (stereo not drawn) do in these assays?
TTR transcr act: -0.8

Results for CCOC(=O)CC1C(=O)NCCN1S(=O)(=O)c1ccccc1Cl (stereo not drawn) ?
TTR transcr act: 2.2

How did N#C/C(=C/c1ccc(Sc2nc3ccccc3[nH]2)o1)c1cccc(F)c1 do in these assays?
TTR transcr act: -1.8

How did Cc1cc(N2CCOc3ccccc32)nc2ccccc12 do in these assays?
TTR transcr act: 0.0

Results for Cc1c2c(nc3nnnn13)CCCC2 ?
TTR transcr act: 0.4

How did C/C(=N\OCc1ccccc1)c1c(O)cc(C(C)C)n(-c2ccccc2)c1=O do in these assays?
TTR transcr act: 0.6

Results for O=C(CN1C(=O)NC2(CCCCC2)C1=O)Nc1ccc(Cl)c(S(=O)(=O)N2CCOCC2)c1 ?
TTR transcr act: 0.9

Results for CC1(c2nnnn2Cc2ccccc2)CCC(=O)N1c1ccc(N2CCOCC2)cc1 (stereo not drawn) ?
TTR transcr act: 3.3

Results for Cc1nc2ccccc2n1CCC(=O)Nc1cccc(F)c1 ?
TTR transcr act: 3.8

What do the screens show for `CCOC(=O)c1c(NC(=O)/C=C/C(=O)O)sc(C)c1-c1ccc(F)cc1`?
TTR transcr act: -3.2

What do the screens show for `N#CC1CCN(c2ncccc2[N+](=O)[O-])CC1`?
TTR transcr act: 0.7

How did CCCNc1cc(=S)nc(N)[nH]1 do in these assays?
TTR transcr act: -0.3

How did N#Cc1c(-c2ccccc2)[nH]c(=S)[nH]c1=O do in these assays?
TTR transcr act: -1.0

What do the screens show for `O=S(=O)(N/N=C1/CCCc2ccccc21)c1ccc(Br)cc1`?
TTR transcr act: 0.2

What do the screens show for `CCN(C(=O)CSc1ccc2ccccc2n1)C1CCCCC1`?
TTR transcr act: -1.7

What do the screens show for `O=C(NNC(=S)Nc1ccccc1Cl)c1ccncc1`?
TTR transcr act: -0.7

Results for Cc1nn(-c2ccccc2)c(C)c1/C=C/C(=O)OCC(=O)N(C)C1CCS(=O)(=O)C1 (stereo not drawn) ?
TTR transcr act: 4.1

Results for Cc1cccc(NC(=O)c2ccc3c(=O)n(CC4CCCO4)c(=S)[nH]c3c2)c1 (stereo not drawn) ?
TTR transcr act: 1.9

Results for COc1ccc(-c2nc(CSCC(=O)N3CCC(C(N)=O)CC3)c(C)o2)cc1OC ?
TTR transcr act: 0.3

Results for Cc1ncc(CCl)c2c1OC(C)(C)OC2 ?
TTR transcr act: 5.0

What do the screens show for `Cc1c(Cl)cccc1NC(=O)CC1Oc2ccccc2NC1=O` (stereo not drawn)?
TTR transcr act: -1.4

Results for CC(=O)Nc1ccc(S(=O)(=O)NCc2ccc(C)n2C)cc1 ?
TTR transcr act: -1.1

What do the screens show for `O=C(Nc1ccc2c(c1)OCO2)C1CCCN(S(=O)(=O)Cc2ccccc2)C1` (stereo not drawn)?
TTR transcr act: 0.4

Results for NS(=O)(=O)c1cccc(NC(=O)Cc2ccc(Cl)c(Cl)c2)c1 ?
TTR transcr act: 2.4

What do the screens show for `Cc1cccc(C)c1OC(=O)CN1C(=O)c2ccccc2C1=O`?
TTR transcr act: -1.0

What do the screens show for `COc1ccc(S(=O)(=O)N2C(=O)/C(=C3\SC(N)=NC3=O)c3ccccc32)cc1`?
TTR transcr act: -0.5

What do the screens show for `CC(=O)Nc1ccc(N2C(=O)CCC2=O)cc1C`?
TTR transcr act: -2.1

Results for Cc1cc2cc(CNC(=O)Nc3ccccc3)ccc2[nH]1 ?
TTR transcr act: -1.6

How did CSCCC1NC(=O)C(C(C)=Nc2ccccc2)=C1O (stereo not drawn) do in these assays?
TTR transcr act: 1.4

How did COc1ccccc1Cc1c(-c2ccc(C)cc2)nc2cc(C)c(Br)c(C)n12 do in these assays?
TTR transcr act: -0.3

What do the screens show for `O=C(Nc1ccc2c(c1)OCO2)c1cccc2c1C(=O)N(Cc1cccnc1)C2`?
TTR transcr act: -1.5

Results for Cc1ccc(C2=Nc3ccccc3SC(c3cccc([N+](=O)[O-])c3)C2)cc1 (stereo not drawn) ?
TTR transcr act: -2.4

How did Cc1ncoc1C(=O)Nc1ccccc1-c1ccccc1 do in these assays?
TTR transcr act: -1.3

How did CC(=O)C1=C(O)C(=O)N(C)C1c1ccccc1[N+](=O)[O-] (stereo not drawn) do in these assays?
TTR transcr act: 0.1

How did CC(=O)c1sc(NC(=O)c2ccc(F)c(F)c2)nc1C do in these assays?
TTR transcr act: 0.8

Results for CN(C)c1ccc(N/C(=N\S(=O)(=O)c2cccs2)c2ccccc2)cc1 ?
TTR transcr act: 4.8

Results for O=C(C[n+]1ccc(C(=O)c2ccccc2)cc1)Nc1ccc(C(F)(F)F)cc1 ?
TTR transcr act: 4.8

How did O=C(NCc1cccnc1)Nc1ccccc1 do in these assays?
TTR transcr act: -0.3

What do the screens show for `C[C@H]1[C@@H](c2ccccc2)Oc2ccc(Cl)cc2S(=O)(=O)N1Cc1cccc(F)c1`?
TTR transcr act: 1.9

What do the screens show for `O=C1c2cccc3cccc(c23)C(=O)N1c1ccncc1`?
TTR transcr act: -0.2

Six entries from above, arranged by SMILES length, highest first.
Results for O=C(C[n+]1ccc(C(=O)c2ccccc2)cc1)Nc1ccc(C(F)(F)F)cc1 ?
TTR transcr act: 4.8

What do the screens show for `O=C(Nc1ccc2c(c1)OCO2)c1cccc2c1C(=O)N(Cc1cccnc1)C2`?
TTR transcr act: -1.5

How did COc1ccccc1Cc1c(-c2ccc(C)cc2)nc2cc(C)c(Br)c(C)n12 do in these assays?
TTR transcr act: -0.3

How did CC(=O)c1sc(NC(=O)c2ccc(F)c(F)c2)nc1C do in these assays?
TTR transcr act: 0.8

How did CSCCC1NC(=O)C(C(C)=Nc2ccccc2)=C1O (stereo not drawn) do in these assays?
TTR transcr act: 1.4

How did O=C(NCc1cccnc1)Nc1ccccc1 do in these assays?
TTR transcr act: -0.3

(next part)
Results for Cc1cccc(C=NOCCc2ccccc2)n1 ?
TTR transcr act: 3.9

What do the screens show for `COc1cc(CNn2cn[nH]c2=S)ccc1OCC(=O)NC(C)(C)C`?
TTR transcr act: -0.9

Results for CC1CCCC(C)N1S(=O)(=O)c1ccc(NC(=O)CNCC2CCCO2)cc1 (stereo not drawn) ?
TTR transcr act: -1.1

Results for Cc1c(F)cccc1NC(=O)c1ccc2c(c1)CCN2S(C)(=O)=O ?
TTR transcr act: -2.2

How did CN(C(=O)COC(=O)c1cccc(F)c1)c1ccccc1 do in these assays?
TTR transcr act: 3.6

What do the screens show for `CC1=C(C)C(=O)N(C(C)CCc2ccccc2)C1=O` (stereo not drawn)?
TTR transcr act: -0.4

Results for Cc1nc2c(sc3nc(N4CCOCC4)c4c(c32)CC(C)(C)OC4)c(-c2ccccc2)c1C(=O)O ?
TTR transcr act: 0.8

Results for CCN(CC(N)=O)S(=O)(=O)c1ccc(Br)cc1 ?
TTR transcr act: 0.3

What do the screens show for `CN(C)c1ccc(C(CN)c2c[nH]c3ccccc23)cc1` (stereo not drawn)?
TTR transcr act: -0.7

Results for CCN(CC)S(=O)(=O)c1cc(Br)ccc1OC ?
TTR transcr act: 2.4

What do the screens show for `C[C@H]1CCC/C=C/C(=O)c2c(cc(O)c(Cl)c2O)CC(=O)O1`?
TTR transcr act: 1.5

How did c1ccc(-c2ccc3nnnn3n2)cc1 do in these assays?
TTR transcr act: -0.3

What do the screens show for `CCCN1CCN(C(=O)Cn2cnc3sc(C)c(S(=O)(=O)N4CCC(C)CC4)c3c2=O)CC1`?
TTR transcr act: 3.5

How did O=C(CSc1nccc(=O)[nH]1)NCc1ccco1 do in these assays?
TTR transcr act: 1.9

How did CCCN(CCC)C(=O)C(c1ccccc1)C1(O)CCCCC1 (stereo not drawn) do in these assays?
TTR transcr act: 2.5

Results for O=[N+]([O-])c1c(NCCO)cc(N2CCCCC2)c2nonc12 ?
TTR transcr act: -1.5
